14-3-3 PPI = modulators of 14-3-3 gamma protein binding, primary screen, biochemical, fluorescence polarization; 160,000 tested, 0.19% active; FP, 14-3-3gamma / TMR-pS259-Raf peptide binding; 14-3-3 protein gamma (Homo sapiens), P61981; inhibition, % at 40 µM; in the data active = inhibition above about 30%;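 note: 0% = protein plus tracer without compound and 100% = blank with tracer alone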
Target sequence (P61981 whole entry, looked up): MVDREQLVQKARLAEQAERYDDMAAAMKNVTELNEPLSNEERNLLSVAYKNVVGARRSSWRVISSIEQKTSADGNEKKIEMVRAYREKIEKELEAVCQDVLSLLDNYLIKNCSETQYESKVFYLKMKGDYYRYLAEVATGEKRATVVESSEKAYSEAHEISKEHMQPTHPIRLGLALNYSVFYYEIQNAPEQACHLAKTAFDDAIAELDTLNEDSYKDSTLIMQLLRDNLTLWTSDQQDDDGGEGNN
An asterisk follows results filed as active; & = joins results of further samples. An excerpt; count on the stated rates, not on these rows.

14-3-3 PPI | smiles
-4.5 | CC(Nc1cc(N2CCN(C(=O)c3ccccc3F)CC2)ccc1[N+](=O)[O-])C12CC3CC(CC(C3)C1)C2 (centres undefined)
-89.8 | CS(=O)(=O)Nc1cccc(C2=NN(S(=O)(=O)c3ccccc3)C(c3ccccc3)C2)c1 (centres undefined)
-8.7 | CCCCOC(C)n1cc(F)c(=O)[nH]c1=O (centres undefined)
-49.3 | COc1ccc(C(=O)Nc2sc3c(c2C(=O)Nc2cccc4ccccc24)CCCC3)cc1OC
3.1 | CCOC(=O)c1cnc2c(C)cc(C)cc2c1Nc1ccccc1OC
-0.1 | COc1ccc2[nH]c(C)c(C(=O)CN3CC(C)OC(C)C3)c2c1 (centres undefined)
-11.6 | CCCCOc1ccc(OCCCC)c2c1NC1(N2)C(=O)Nc2ccc([N+](=O)[O-])cc21
-4.3 | O=C(NCC1CCCO1)C1CCN(S(=O)(=O)N2CCCCC2)CC1 (centres undefined)
1.5 | CCC(Cc1ccccc1)NS(=O)(=O)c1ccc2c(c1)CCN2C(=O)C1CC1 (centres undefined)
-114.6 | C=CCOC(=O)Oc1ccc2c(=O)c(Oc3cc(C)c(Cl)c(C)c3)coc2c1
-1.0 | O=C(O)CCC(=O)N1c2ccccc2NC2=C(C(=O)CC(c3ccccc3)C2)C1c1ccccc1F (centres undefined)
-2.1 | O=C(c1cccc(Cl)c1Cl)N1CCN(c2ccccn2)CC1
3.3 | COCCn1nnnc1CN1CCC(NC(=O)c2ccc(Br)cc2)CC1
1.1 | CC(=O)C1=C(O)C(=O)N(CC(=O)O)C1c1ccccc1Cl (centres undefined)
-6.2 | O=C(CCn1c(=S)[nH]c2ccsc2c1=O)NC1CC1

Ordered by molar mass (ascending): 3 of the compounds above.
14-3-3 PPI | smiles
-6.2 | O=C(CCn1c(=S)[nH]c2ccsc2c1=O)NC1CC1
-2.1 | O=C(c1cccc(Cl)c1Cl)N1CCN(c2ccccn2)CC1
3.3 | COCCn1nnnc1CN1CCC(NC(=O)c2ccc(Br)cc2)CC1

(more compounds)
14-3-3 PPI | smiles
-1.9 | CC1=C(C(=O)OCC2CCCO2)C(c2ccc(N(C)C)cc2)C2=C(CCCC2=O)N1 (centres undefined)
-50.1 | Cc1ccc2nc(N3CC(=O)Nc4ccccc43)nc(-c3ccccc3)c2c1
9.1 | CC1=C(C(=O)Nc2ccccc2)C(c2ccco2)n2ncnc2N1 (centres undefined)
3.4 | O=C(NCCO)c1ccn[nH]1
-69.2 | CSc1oc(-c2cccs2)nc1S(=O)(=O)c1ccc(Br)cc1
-12.3 | CCOC(=O)C1(C)NC(c2ccc(OC)c(OC)c2)C2C(=O)N(CC)C(=O)C21 (centres undefined)
0.6 | CCCCn1c(SCc2cc(=O)n3ccsc3n2)nc2cc(C(=O)OC)ccc2c1=O
0.9 | CCN1CCN(C(c2cccs2)C(C)NC(=O)c2cccnc2)CC1 (centres undefined)
-2.6 | O=C1CCCN(c2ccc(C(F)(F)F)cc2)N1
-0.3 | CCOC(=O)c1ccc(N2C(=O)CC(N3CCC(C(=O)OCC)CC3)C2=O)cc1 (centres undefined)
10.1&-4.0 | CCOc1ccc(NC(=O)NCCN2C(C)CCCC2C)cc1 (centres undefined)
-23.8 | CCN1CCN(c2cc(C)c3cc(NC(=O)COc4ccc(Cl)cc4)ccc3n2)CC1
0.3 | O=C(O)c1cccc(S(=O)(=O)Nc2ccc(F)cc2)c1
-4.5 | CCCCCOc1ccc(OC(=O)c2ccc(Br)o2)cc1
-7.5 | COc1ccc(Cn2nnc(C(=O)Nc3ccc(F)cc3)c2N)cc1

Single entries from the entries so far:
Value of `CC1=C(C(=O)Nc2ccccc2)C(c2ccco2)n2ncnc2N1` (centres undefined) in 14-3-3 PPI: 9.1
Value of `O=C(NCCO)c1ccn[nH]1` in 14-3-3 PPI: 3.4
Value of `CCOc1ccc(NC(=O)NCCN2C(C)CCCC2C)cc1` (centres undefined) in 14-3-3 PPI: 10.1&-4.0
Value of `CCCCCOc1ccc(OC(=O)c2ccc(Br)o2)cc1` in 14-3-3 PPI: -4.5

Other records
14-3-3 PPI | smiles
0.7 | Cc1ccc(S(=O)(=O)N[C@@H](Cc2ccccc2)C(=O)CCl)cc1
-2.3 | COc1ccc(C2SCCN2S(=O)(=O)c2ccc(-c3ccccc3)cc2)cc1OC (centres undefined)
-6.0 | CC(CCc1ccccc1)NC(=O)C1(O)c2cc(Br)ccc2NC(=O)N1c1ccc(Cl)cc1 (centres undefined)
-7.0 | CCC(=O)Nc1ccc(C(=O)CSc2nnc(-c3cccnc3)o2)cc1
-6.6 | CCCCNC(=O)c1sc2ncn(CC(=O)Nc3ccc(C)c(Cl)c3)c(=O)c2c1C
0.3 | CC(C)OCCCNC(=O)CN1N=C(c2ccccc2)CCC1=O
-1.0 | O=C(NCCc1csc(-c2cccnc2)n1)c1cccs1
10.8 | O=C1c2cccc([N+](=O)[O-])c2C(=O)N1c1cc([N+](=O)[O-])ccc1Cl
4.6 | C(=Cc1nc(N2CCOCC2)c2ccccc2n1)c1ccccc1
-6.9 | CC1(C)CC(=O)C2=C(C1)c1c(ccc3ccccc13)NC2c1ccccc1[N+](=O)[O-] (centres undefined)
-9.1 | c1ccc(-n2ncc3c2CCc2c-3[nH]c3ccccc23)cc1
-6.0 | CCOC(=O)c1nn(-c2ccccc2)c(=O)c(C#N)c1C
-4.0 | Cn1c(C(=O)N2CCc3ccccc3C2)cc2oc3ccccc3c21
-2.2 | COc1cccc(C2/C(=C(\O)c3ccccc3)C(=O)C(=O)N2CCC(=O)O)c1 (centres undefined)
-15.2 | O=C(NC(Nc1ncccn1)C(=O)c1ccccc1)c1ccccc1 (centres undefined)

Sorted by the number under 14-3-3 PPI (rising): some entries from above.
14-3-3 PPI | smiles
-6.6 | CCCCNC(=O)c1sc2ncn(CC(=O)Nc3ccc(C)c(Cl)c3)c(=O)c2c1C
-6.0 | CCOC(=O)c1nn(-c2ccccc2)c(=O)c(C#N)c1C
-4.0 | Cn1c(C(=O)N2CCc3ccccc3C2)cc2oc3ccccc3c21
-2.3 | COc1ccc(C2SCCN2S(=O)(=O)c2ccc(-c3ccccc3)cc2)cc1OC (centres undefined)
0.3 | CC(C)OCCCNC(=O)CN1N=C(c2ccccc2)CCC1=O
4.6 | C(=Cc1nc(N2CCOCC2)c2ccccc2n1)c1ccccc1

Additional compounds.
14-3-3 PPI | smiles
3.7 | Cc1ccc(C)c(OCCCC(C)(C)C(=O)O)c1
0.9 | CCC(Sc1ncccc1C(=O)O)C(=O)Nc1cccc(Cl)c1 (centres undefined)
-1.2 | Cc1ccc(Nc2c3c(nc4ccccc24)CCCC3)cc1F
-2.6 | Cc1[nH]n(CCC#N)c(=O)c1CC(=O)N1CCN(c2ccccc2)CC1
2.8 | CCOCCOC(=O)C1=C(C)NC(=O)NC1c1cccc(Oc2ccccc2)c1 (centres undefined)
-29.6 | COc1ccc(NC2=C(Cl)C(=O)N(c3ccc(Br)cc3)C2=O)cc1
-8.8&-6.2 | CCOC(=O)c1c(NC(=O)c2ccc(Br)o2)sc2c1CCCC2
-2.3 | CCOC(=O)c1cnc2c(OC)cccc2c1Nc1cc(OC)c(OC)c(OC)c1
-14.8 | O=C(Nc1ccc(S(=O)(=O)Nc2nccs2)cc1)c1cc2c(=O)n3ccccc3nc2s1
-7.4 | CC(=O)CC(=O)N/C(=N\c1nc(C)cc(C)n1)Nc1ccc(C)c(Cl)c1
-7.8 | O=C(CC(C(=O)N1CCc2ccccc21)n1ccnc1)N1CCCC1 (centres undefined)
-10.9 | CC(=O)c1ccc(NC(=O)CC2Nc3cc(C)c(C)cc3NC2=O)cc1 (centres undefined)
-7.8 | CCN(CC)CCCNc1cc2n(c(=O)n1)CCc1cc(OC)c(OC)cc1-2
-15.2 | CCNC(=O)c1c(C)nc2ccccn12
-11.6&-1.7 | CC(=O)Oc1c(S(=O)(=O)c2ccccc2)c(C)nn1C(C)(C)C
-9.5 | CC(C)(C)n1ncc2c(=O)n(CC(=O)Nc3ccc4c(c3)OCO4)cnc21
-7.8 | Cc1ccc(-n2ncc(C#N)c2/N=C/N2CCCCCC2)cc1
1.1 | CC(C)c1ccc2oc(-c3ccc(NC(=O)c4cccc([N+](=O)[O-])c4)cc3)nc2c1
-14.8 | Cc1noc(C)c1COc1ccc(C(=O)OC(C)C(=O)Nc2ccc(N3CCOCC3)cc2)cc1 (centres undefined)
-1.9 | Cc1[nH]nc2c1C(c1ccc(N(C)C)cc1)CC(=O)N2 (centres undefined)
1.4 | N#Cc1ccccc1NC(=O)c1ccccc1OCC(=O)NCc1ccco1
4.3&13.9 | COc1cc(-c2nc(-c3cccc(C(F)(F)F)c3)no2)cc(OC)c1OC
0.6 | COc1cc(C)c(C(C)C)cc1S(=O)(=O)NCc1ccc2c(c1)OCO2
-19.0 | C=CCN(C(=O)CSc1cc(=O)n(C)c2ccccc12)c1ccccc1
-14.9 | CCNC(=O)c1cc2c(=O)n3cc(C)ccc3nc2n(Cc2ccco2)c1=N
-2.3 | Cc1nc2c(C)cccn2c1/C(O)=C1\C(=O)C(=O)N(CCN(C)C)C1c1ccncc1 (centres undefined)
-1.0 | NC(=O)c1c(C(=O)O)no[n+]1[O-]
-7.5 | CC1CCc2c(nc3ccc4ccccc4c3c2-c2ccccc2O)C1 (centres undefined)
-2.1 | CCOC(=O)c1c(NC(=O)c2cccc(F)c2)sc(C(=O)Nc2ccccc2F)c1C
4.6 | COCCNC(=O)Cn1nc([N+](=O)[O-])c(Br)c1C
10.7 | CCc1nc(SCC(=O)c2ccc(NC(C)=O)cc2)n[nH]1
-8.8 | CC(C)(C)n1nc2c(c1NC(=O)c1ccc(S(=O)(=O)N3CCCCC3)cc1)CS(=O)C2 (centres undefined)
6.7 | COc1cc(C(=O)N2CCN(C(=O)c3ccc(F)cc3)CC2)cc(OC)c1OC
1.8 | COC(=O)COc1ccc2c3c(c(=O)oc2c1)CCC3
-7.9 | CCN(CC)C(=O)CSc1nnc(-c2ccc(S(=O)(=O)NCc3ccccc3Cl)cc2)o1
-8.2 | Cc1cccc(-c2noc(CCC(=O)Nc3ccccc3)n2)c1
-4.4 | Cc1nc(-c2cnn(-c3ccccc3)c2)c2cc(C)oc2n1
7.9 | Cc1cc(N2CC(C)CC(C)C2)nc2ccc(NC(=O)CCC(=O)N(C)Cc3ccccc3)cc12 (centres undefined)
3.7 | Clc1ccc(OCc2nc(-c3ccncc3)no2)c(Cl)c1
-7.1 | O=P(O)(O)c1ccccc1OCCOCCOc1ccccc1P(=O)(O)O
-7.8 | O=C(CN1C(=O)c2ccccc2C1=O)Nc1ccc(S(=O)(=O)NCC2CCCO2)cc1 (centres undefined)
-10.9 | CC(NS(=O)(=O)c1ccc(F)cc1)C(=O)NCc1ccncc1 (centres undefined)
-2.0 | O=C(Nc1nnc(-c2cccnc2)s1)c1ccccc1
-5.1 | Cc1cc(NS(=O)(=O)c2ccc(NC(=O)CCCOc3ccccc3)cc2)no1
-10.5 | Cc1ccc(CNC(=O)Cn2ncc3c(=O)oc4ccccc4c32)o1
1.4 | CCOC(=O)c1ccc(NC(=O)N2CCN(S(C)(=O)=O)CC2)cc1
7.8 | COc1ccc(NC(=O)N(C2CCCCC2)C(C)c2cccs2)c(OC)c1 (centres undefined)
-6.2 | CN1C(=O)C(O)(c2c[nH]c3ccccc23)c2ccccc21 (centres undefined)
-0.6 | c1ccc(NCc2ccc3c(c2)OCO3)cc1
-13.2 | O=C(Nc1ncn[nH]1)c1cccc(F)c1
-7.2 | CC1(C)Cc2c(C#N)c(OCC(=O)c3ccccc3)nc(-c3ccoc3)c2CO1
-2.5 | CC1(C)CC(=O)C(C=Nc2ccc(Cl)cn2)=C(O)C1
-7.5&-7.5 | Cc1nc2c(C(=O)NCc3ccc(F)cc3)c[nH]n2c(=O)c1Cl
-13.2 | O=C(Nc1ccc(-c2cn3ccccc3n2)cc1)c1ccncc1
-3.1 | O=C(NC(=O)c1c(Cl)cc(Cl)nc1Cl)Nc1ccc(Cl)cc1
-5.2 | O=C1c2cccc3c(N4CCOCC4)ccc(c23)C(=O)N1c1ccc(Cl)cc1
-1.5 | O=c1[nH]n(-c2cccc3cccnc23)c(=O)c2ccccc12
0.1 | COc1ccccc1C1CC(c2ccc(F)cc2)=NN1c1ccccc1 (centres undefined)
-107.4 | COc1ccc(NC(=O)C(NC(=O)C2CCCCC2)C(C)C)cc1 (centres undefined)
-0.7 | COc1ccc(NC(=O)Cn2nnc(-c3ccc(CN4CCOCC4)cc3)n2)c(OC)c1

More records follow.
14-3-3 PPI | smiles
0.2 | Cc1ccc(S(=O)(=O)N2CCC(C(=O)N[C@H](C(=O)NCC3CCCO3)C(C)C)CC2)cc1 (some centres undefined)
1.3 | Cc1ccc(NC(=O)Cc2cn(C)c3ccccc23)nc1
-4.6 | O=C(Oc1ccc(C(=O)c2ccccc2)cc1)c1ccccc1
-18.4 | CCc1nnc(NC(=O)c2ccc(S(=O)(=O)N3CCCCC3C)cc2)o1 (centres undefined)
-162.6 | CC(C)c1ccc(C2C(C(=O)OC(C)(C)C)C(=O)CC(C)(O)C2C(=O)OC(C)(C)C)cc1 (centres undefined)
-10.8 | COc1ccccc1NC(=O)c1ccc(Br)c(S(=O)(=O)N2CCCC2)c1
7.4 | Cc1ccccc1OCCCCCCN1CCCCC1
3.8 | COc1ccc(Nc2oc(-c3ccccc3Cl)nc2C#N)cc1
2.6&2.8 | CCN(CC)CCNC(=O)c1cc(S(C)(=O)=O)ccc1OC
-4.0 | CCN(CC)CCNC(=O)c1ccc2c(=O)n(CC3CCCO3)c(=S)[nH]c2c1 (centres undefined)
-2.0 | Cc1cc2oc(=O)cc(CN3CCC(C)CC3)c2c(C)c1Cl
3.6 | CCN(CC)CCNC(=O)C1CCC(=O)N1CCc1ccccc1 (centres undefined)
-7.0 | CCc1nc(N2CCC(C)CC2)c(C#N)c2c1CCCC2
-4.3 | COCCNC(=O)C1C2C=CC3(CN(Cc4ccc(C)cc4)C(=O)C13)O2 (centres undefined)
6.1 | CCOc1ccc(N(C(C)C(=O)N2CCCC2)S(C)(=O)=O)cc1 (centres undefined)
-5.9 | CCOC(=O)/C=C1\SCC(=O)N1CC(=O)Nc1ccc2c(c1)CCC2
-5.0 | O=c1[nH]c2ccc(Cl)cc2c(-c2ccccc2)c1N1CCN(c2ccc(F)cc2)CC1

Screening results deposited in PubChem by Emory University Molecular Libraries Screening Center.
